Assay outcomes as filed in PubChem.
NCI-60 one-dose screen, 48 h, at 10 µM unless noted. Numbers give growth in % (100 = growth as untreated, 0 = no growth, -100 = all killed).
MOLT-4: MOLT-4 leukemia cells; actives 6.9% (n = 80,000); AID 1794779
RPMI-8226: RPMI-8226 leukemia cells; actives 7.5% (n = 77,000); AID 1794781
SR: SR leukemia cells | actives 8.7% (n = 73,000) | AID 1794780
MDA-MB-468: MDA-MB-468 breast cancer; actives 8.5% (n = 78,000)
MDA-MB-231: MDA-MB-231 breast cancer | AID 1794789 | actives 5% (n = 81,000)
MCF7: MCF7 breast cancer; AID 1794796; actives 6.3% (n = 82,000)
K-562: K-562 leukemia | actives 7.4% (n = 78,000) | AID 1794777
CCRF-CEM: CCRF-CEM leukemia; AID 1794778; actives 7% (n = 77,000)
An asterisk follows results filed as active; · = not tested or not shown; & = joins results of further samples; [ ] = dose if it differs, or a comment. The calls were made as follows: active = growth percent below 10; inactive = the rest. No enrichment for hits; any-hit rate near 14%.

structure,RPMI-8226,MOLT-4,MDA-MB-468,MDA-MB-231,SR,CCRF-CEM,MCF7,K-562
COc1ccc(-c2nn(-c3ccccc3)cc2/C=C2\SC(=Nc3ccc(C)cc3)NC2=O)cc1,93,87,·,90,71,89,87,75
C/C=C(/C)C(=O)OC1C=C(CO)C(=O)C(OC(=O)C(C)(O)C(C)Cl)C1C(C)C (configuration not stated),-34*,0.6*,-52*,-5.1*,·,1.2*,8.4*,1.6*
CCOC(=O)c1c(NC(=O)c2cc(-c3ccc(C)cc3)oc2C)sc(C)c1C,103,100,102,97,111,108,98,99
COc1ccc(-c2cc(-c3ccc(C)cc3)nc(NC(=O)c3cccnc3)n2)cc1,74,85,114,89,80,·,88,80
CCO/C=N/C1=C(C#N)C(c2ccc(OC)cc2)c2c(c3cc(C)ccc3[nH]c2=O)O1 (configuration not stated),97,102,105,96,96,101,108,101
Cc1c(C(=O)NNC(=O)c2ccc(Cl)cc2)nnn1-c1ccc([N+](=O)[O-])cc1,83,98,81,·,84,97,76,95
COc1cc(-n2cc(C#N)c(N)c2C(C)=O)cc(OC)c1OC,105,107,90,106,95,104,98,95
Nc1ccc(-n2c(=O)oc3ccc(Cl)cc3c2=O)c(Cl)c1,-27*,-34*,-6.9*,-26*,·,0.0*,4.1*,7.4*
N#C/C(=C1C=C(Br)/C(=N\O)C=C\1Cl)c1ccc(Cl)cc1,50,62,81,72,67,20,36,62
CCNc1nc(NC(C)C)nc(-c2ccncc2)n1,103,103,108,98,99,·,95,98
CCOC(=O)Nc1on[n+](-c2ccccc2)c1-c1ccccc1,·,103,107,104,109,·,95,119
CCc1ccc([C@@H]2CN(C)[C@]3(C(=O)NC4C=CC=C[C@H]43)[C@@]23NC(=S)N(c2ccc(F)c(Cl)c2)C3=O)cc1 (some centres not stated),80,88,99,99,90,83,97,95
O=C(O)c1cn(C2CC2)c2cc(N3CCN(C(=O)c4cc(-c5ccc(Cl)cc5)nc5ccccc45)CC3)c(F)cc2c1=O,82,82,99,76,47,·,90,84
CCCCn1cnc2c(=S)nc(N)[nH]c21,87,100,97,114,39,99,99,107
CCOc1ccc(Nc2nc(SC)ncc2SC)cc1,79,72,107,87,88,88,91,91
CCCCCCCCCCNC(=O)CCl,82,55,68,90,51,58,74,85
COc1cc(C2NC(=S)NC(C)=C2C(=O)OC(C)C)ccc1O (configuration not stated),92,92,111,99,92,99,98,97
CCOC(=O)C(=CNc1cnc(Nc2ccc(N3CCOCC3)cc2)nc1Oc1ccc(OC)cc1)C(=O)OCC,42,61,62,60,32,38,61,49
COc1cc2c(cc1OC)-c1ccc3cc4c(cc3c1N(CCCN(C)C)C2)OCO4,17,8.7*,22,36,15,21,26,21
[O-]/[N+](=C\c1ccccc1)c1ccccc1,104,87,107,107,80,104,97,89
C=CCn1c(SCC(=O)Nc2cccc(C(=O)/C=C/c3ccc(Cl)cc3)c2)nc2ccccc2c1=O,9.2*,94,107,81,21,97,28,·
Cc1ccc(-n2cnc3c(Nc4ccccn4)nc(Cl)nc32)c(C)c1,101,99,97,99,91,105,95,107
C#CCOc1cccc(Nc2ncnc3ccc(NC(=O)C=C)cc23)c1,36,60,-26*,54,21,25,48,46
COC1CC(O)C2OC(c3ccccc3)OCC2O1 (configuration not stated),93,96,93,109,98,101,102,101
CCCCCNCCOC(=O)c1ccc(N)cc1,94,107,112,110,103,·,94,106

More compounds:
structure,RPMI-8226,MOLT-4,MDA-MB-468,MDA-MB-231,SR,CCRF-CEM,MCF7,K-562
C=C(C)[C@@H]1CC[C@]2(C(=O)NCCCCCN(CCC#N)CCC#N)CC[C@]3(C)[C@H](CC[C@@H]4[C@@]5(C)CCC(=O)C(C)(C)[C@@H]5CC[C@]43C)[C@@H]12,80,92,103,107,80,·,86,97
NC(N)=N/N=C/c1ccc(Br)cc1,22,39,8.3*,38,18,33,5.0*,4.4*
Cc1ccc(S(=O)(=O)NCCCNc2nccc(-c3c(-c4ccccc4)nc4occn34)n2)cc1,108,93,85,96,108,99,80,89
C=C(C)COC(=O)c1c(C)cc(C)cc1C,·,·,99,107,96,·,96,106
COc1cc(C2C=C(C(=O)O)Nc3nc(SC)[nH]c(=O)c32)cc(OC)c1OC (configuration not stated),100,108,110,127,99,·,103,108
O=C1c2cccc3c(-c4ccc(-c5nc6c7ccccc7c7ccccc7c6[nH]5)cc4)ccc(c23)C(=O)N1C1CCCCC1,108,85,100,93,72,91,85,89
CCCCCCCC(CO)CCCCC (configuration not stated),114,92,107,118,87,107,99,113
C/C=C/C(=O)N(CC)c1ccccc1,106,101,97,105,105,105,93,109
COc1cccc(/C=C/C(=O)/C=C(O)/C=C/c2cccc(OC)c2OC)c1OC,100,95,26,83,91,96,24,95
Cn1c(=O)c2nc(SCc3ccccc3)n(C)c2n(C)c1=O,117,106,103,98,83,122,106,103
CCCCC1(c2ccc(O)cc2)NC(=O)NC1=O (configuration not stated),96,95,120,94,82,94,100,90
NC(=O)c1cccc(-n2ccc3cc(NC(=O)c4cc(C(F)(F)F)cc(C(F)(F)F)c4)ccc32)n1,91,115,83,85,72,84,86,82
N#Cc1c(-c2ccccc2Cl)cc(-c2ccc(Br)s2)[nH]c1=O,104,113,108,108,97,120,85,96
CCCCCCCCn1cc[n+](C)c1,122,81,47,75,89,121,80,64
COc1ccc(-c2nn(-c3ccccc3)cc2/C=C/C(=O)C(=O)O)cc1,66,83,·,100,79,78,82,83
COc1ccc2[nH]cc(-c3nnc(N)nc3-c3c[nH]c4ccc(OC)cc34)c2c1,101,104,120,93,108,101,91,106
O=C(N=Nc1c(O)[nH]c2ccc(Br)cc12)c1cc2ccccc2[nH]1,100,103,138,106,93,99,90,94
CCCCC[n+]1ccc(SCC(=O)N(C)Cc2ccccc2)c2ccccc21,·,96,87,94,92,108,94,87
CCCCCC1C(C#N)=C(N)Oc2cc(O)ccc21 (configuration not stated),88,72,99,72,63,86,64,83
O=C(N/N=C\c1ccc(O)cc1)C(=O)N/N=C\c1ccc(O)cc1,98&102,99&103,111&107,108&99,99&95,100&84,106&99,102&99
CCCCCCCCCCCCCCCCCCOC(=O)C(N)Cc1ccc(O)cc1 (configuration not stated),94,115,83,94,62,95,86,94
C=CCNS(=O)(=O)Cc1cc(-c2ccccc2)no1,111,95,115,98,109,95,105,106
Cc1ccc(S(=O)(=O)Oc2cccc([N+](=O)[O-])c2)cc1,95&92,68&88,77&79,102&101,96&43,95&91,100&82,91&55
COc1ccc(/C=C/C(=O)c2c(C)nc3ccccc3c2/C=C/c2ccccc2)cc1O,26,30,40,53,·,32,18,21
N=c1sc(Cc2ccc(Cl)cc2)cn1CC(=O)c1ccc(F)cc1,74,71,85,80,87,·,55,26

The list goes on (five carried over from the part before).
structure,RPMI-8226,MOLT-4,MDA-MB-468,MDA-MB-231,SR,CCRF-CEM,MCF7,K-562
CCCCCCCCCCCCCCCCCCOC(=O)C(N)Cc1ccc(O)cc1 (configuration not stated),94,115,83,94,62,95,86,94
C=CCNS(=O)(=O)Cc1cc(-c2ccccc2)no1,111,95,115,98,109,95,105,106
Cc1ccc(S(=O)(=O)Oc2cccc([N+](=O)[O-])c2)cc1,95&92,68&88,77&79,102&101,96&43,95&91,100&82,91&55
COc1ccc(/C=C/C(=O)c2c(C)nc3ccccc3c2/C=C/c2ccccc2)cc1O,26,30,40,53,·,32,18,21
N=c1sc(Cc2ccc(Cl)cc2)cn1CC(=O)c1ccc(F)cc1,74,71,85,80,87,·,55,26
C(=C/CN(Cc1ccccc1)Cc1ccccc1)/CN(Cc1ccccc1)Cc1ccccc1,89,81,90,102,97,80,91,101
CC1C(C)N(C(=O)CCl)c2ccccc2N1C(=O)CCl (configuration not stated),·,-26*,-69*,-54*,-30*,-35*,-49*,-0.2*
CC1(C)OC2OC(C3COC(=O)O3)C(OC(=O)c3ccccc3)C2O1 (configuration not stated),·,94,109,106,93,100,98,98
CC1CC(c2ccc(N(C)C)cc2)=NN1c1nc(O)c(C2=c3cc(Br)ccc3=NC2=O)s1 (configuration not stated),28,71,54,100,68,30,79,62
Cn1c(=O)[nH]c2c(c1=O)CCO2,116,89,93,83,106,104,94,84
CC(=O)CSc1nc(N)nc2nc[nH]c12,113,109,98,98,120,109,95,117
CCC(=O)C1C(=O)c2ccccc2C1=O,115,136,115,90,·,107,105,64
CCOC(=O)c1ccc(OCC)cc1,104,98,90,108,101,91,88,87
COC(=O)C(C(=O)OC)C(Br)C(Br)C(Br)c1ccccc1 (configuration not stated),81,64,37,117,-10*,-29*,8.1*,25
COc1cc(-c2cc3ncccc3c3nc(N)c4cccnc4c23)cc(OC)c1OC,23,21,-3.2*,36,28,32,22,16
CNC(=O)c1c(NC(=O)c2ccc(C(F)(F)F)cc2)sc2c1CCC(=O)C2,-27*,2.3*,·,-37*,3.1*,-5.3*,0.4*,7.8*
C=CCSc1n[nH]c(-c2cccs2)n1,103,99,96,121,91,95,101,86
N#COc1ccc(-c2ccccc2)cc1,96,96,98,·,·,77,117,96
COc1ccc2[nH]cc(-c3nc(N)nnc3-c3cn(C)c4ccc(Br)cc34)c2c1,6.3*,11,-31*,48,9.4*,3.0*,12,5.2*
COc1ccc(Nn2c(SCC(=O)Nc3nc(-c4ccc(Cl)cc4)cs3)nc(C)c2C)cc1,36,36,26,80,40,·,21,27
O=c1oc2ccccc2nc1/C=C(\O)c1ccncc1,65,81,108,76,94,67,100,88
N=C(N)c1ccc(-c2ccc(-c3cncc4ccccc34)s2)s1,-33*,-50*,-72*,-72*,-29*,·,-69*,-59*
COc1ccc2nc(C#N)sc2c1,116[100 µM],112[100 µM],108[100 µM],96[100 µM],112[100 µM],112[100 µM],109[100 µM],97[100 µM]
O=c1ccccc(-c2ccc(-c3ccco3)cc2)c1O,8.7*,7.7*,12,40,10,5.0*,15,·
O=c1c2c(nc3cc(-c4ccccc4)[nH]n13)CCCC2,91,110,96,94,102,93,95,91
CCC(=O)c1cc(C(=O)OC)c2c3ccccc3c3ccccc3n12,86,58,90,79,63,82,84,86
CC(=O)OCCCCCCl,97,98,108,105,100,92,87,103
COc1cc2c(cc1OC)-c1ccc3cc4c(cc3c1N(CCn1ccnc1)C2)OCO4,47,52,71,76,53,45,57,50
O=C1CSC(c2c(F)cccc2Cl)N1NC(=O)C(O)(c1ccccc1)c1ccccc1 (configuration not stated),94,74,·,93,95,97,110,80
O=c1oc(-c2ccc(Cl)cc2)nc2c(-c3ccc(Cl)cc3)nc3ccc(Cl)cc3c12,112,98,·,98,105,38,103,95

Next section.
structure,RPMI-8226,MOLT-4,MDA-MB-468,MDA-MB-231,SR,CCRF-CEM,MCF7,K-562
CC1=NC=N/C1=C\c1sc(=S)[nH]c1O,·,106,96,102,101,94,96,97
CCCOC(=O)N1CCCC1,118,86,192,104,·,104,89,105
C=CCn1c2ccc(Br)cc2c2c3c(c4c5ccccc5ccc4c21)C(=O)N(O)C3=O,106,104,103,85,66,98,80,91
CCCCc1ccccn1,162,118,102,119,126,106,98,105
